12-LOX inh: blocks human arachidonate 12S-lipoxygenase | purified 12hLO, xylenol orange hydroperoxide absorbance | 580,000 compounds, 1.1% hits | Potency, µM (series often up to 108 µM), for the others: at the top dose activity change, negative = inhibition, most hits filed as inhibitors; note: potency is the fitted concentration of half-maximal effect; % is set by controls: 0 for no effect and ±100 for the full control effect
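Purified human 12hLO (150 nM final) in 25 mM Hepes, 0.01% Triton X-100, pH 7.0 was preincubated 15 min at room temperature with compound. Then 40 uM arachidonic acid was added, 30 min. Hydroperoxide was read by Fe-XO absorbance ratio 573/405 nm.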
LDHA inh: blocks human lactate dehydrogenase A. purified LDHA, NADH/diaphorase-resazurin fluorescence; stronger effect = lower value. 480,000 compounds, 0.15% hits. activity change, % (values are at about 110 or 230 µM); in the data active = activity change below about -30%; inconclusive = mostly about -25% to -30%;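 note: plate controls were DMSO wells for no effect and wells without enzyme for full effect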
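Resorufin fluorescence (ex540/em590), read at 0 and 20 min after diaphorase/resazurin addition, reports the NADH left after a 5 min room-temperature reaction of 2 nM human LDH5 with 0.06 mM NADH and 0.2 mM pyruvate.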
D2 ag: activates the human D2 dopamine receptor; 340,000 compounds, 0.53% hits; AID 485358; activation, % at 2 µM; HEK293 T-REx D2 cells, calcium flux agonist mode;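 active = activation over 3 SD above normal in the single-dose calcium agonist read, cut at about 30% in these data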; note: 0% is about no effect
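HEK293 Trex D2 cells, tetracycline-induced, o/n 30 C 5% CO2; no-wash Ca dye, RT 30–90 min; 10-cycle baseline, 23 nl cpd added, kinetic Ca read 180 s; agonist hits = positive Ca response.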
D2 antagonist: antagonizes the human D2 dopamine receptor; P14416; HEK293 TREx D2 cells, calcium flux, dopamine EC80; inhibition, % at 10 µM; 340,000 compounds, 2% hits; AID 485344; in the data active = inhibition above about 30%; note: 0% is about no effect
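Read-out: kinetic calcium fluorescence (1 cycle/s) in inducible HEK293 T-REx D2 cells after an EC80 dopamine addition that followed 180 s compound preincubation. Loss of the dopamine response indicates antagonism.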
ERG Ets-DNA blk: ERG Ets/DNA interaction inhibition | P11308 | fluorescence polarization, His-ERG Ets domain / labelled DNA | Potency, µM (titrated, usually from 76.9 µM), without a hit: at the top dose FP activity, negative = inhibition, actives largely listed as inhibitors | 370,000 compounds, 0.028% hits; active = well fitted inhibition curve with a large enough effect in the polarisation, with a control signal flat; inconclusive = small, poorly fitted or top-dose-only effect, or effect the other way, or a change in a side signal; inactive = no such curve, though single readings can be large or run the other way; the % refers to the polarisation;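 note: polarization taken with two DNA probes labelled with fluorescein and Texas red; potency is the fitted concentration of half-maximal effect; % of control where 0% means no effect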
Target sequence (P11308 whole entry, looked up, the tested form may be a part): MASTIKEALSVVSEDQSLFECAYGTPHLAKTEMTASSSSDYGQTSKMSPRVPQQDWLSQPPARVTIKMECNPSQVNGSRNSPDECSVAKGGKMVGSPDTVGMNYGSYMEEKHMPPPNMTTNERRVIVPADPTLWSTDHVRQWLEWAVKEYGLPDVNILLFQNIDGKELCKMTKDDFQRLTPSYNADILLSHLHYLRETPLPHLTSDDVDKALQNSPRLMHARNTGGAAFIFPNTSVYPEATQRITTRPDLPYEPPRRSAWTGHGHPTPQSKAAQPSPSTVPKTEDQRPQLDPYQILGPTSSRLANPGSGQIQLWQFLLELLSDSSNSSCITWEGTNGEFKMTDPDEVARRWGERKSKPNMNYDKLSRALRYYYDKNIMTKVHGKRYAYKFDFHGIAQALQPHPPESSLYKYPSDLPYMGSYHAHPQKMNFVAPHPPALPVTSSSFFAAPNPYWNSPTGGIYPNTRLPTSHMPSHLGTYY
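His-tagged ERG Ets domain (1 uM in the protein solution; 300mM KCl, 50mM Tris-HCl, 1mM EDTA, 1mM DTT, pH 7.5) received compound, then a probe mix of 5 nM fluorescein-DNA and 100nM Texas-615-DNA. Fluorescence polarization was read for both dyes.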
RGS4 inhibitor: human RGS4 inhibition; P49798; Transcreener GDP fluorescence polarization, RGS4-accelerated GTP hydrolysis; Potency, µM (series often up to 114 µM), for inactives: at the top dose activity change, negative = inhibition, most hits filed as inhibitors; 390,000 compounds, 0.039% hits; note: potency is the fitted concentration of half-maximal effect; % is set by controls: 0 for no effect and ±100 for the full control effect; nearly all actives have a fitted effect of over 75% in size; some results filed as inactive show a strong effect at the top dose
Target sequence (P49798 whole entry, looked up): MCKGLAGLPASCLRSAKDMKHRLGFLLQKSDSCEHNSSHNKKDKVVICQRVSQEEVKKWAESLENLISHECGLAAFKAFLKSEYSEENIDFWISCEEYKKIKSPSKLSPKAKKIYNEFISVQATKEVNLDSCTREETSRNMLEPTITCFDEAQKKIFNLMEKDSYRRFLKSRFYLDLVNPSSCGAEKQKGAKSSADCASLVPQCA
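MLSMR compounds (23 nl, pin-transferred) preincubated 10 min at room temperature with a 500nM (2x) first reagent, then RGS4 at 900nM (2x) plus Transcreener GDP mix added; fluorescence polarization (620/688 nm) read before and after 90 min at 30 °C.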
Vif-A3F inh: Vif-A3F binding inhibition; HeLa A3F-eYFP + Vif (tagged APOBEC3F with the HIV-1 protein that degrades it), YFP fluorescence increase; Potency, µM (doses to about 46.1 µM), for inactives: at the highest dose activity, negative = active; 390,000 compounds, 0.2% hits; AID 602313; note: potency is the fitted concentration of half-maximal effect; % of control where 0% means no effect; nearly all actives have a fitted effect of over 65% in size
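HeLa cells stably expressing Vif plus C-terminally eYFP-tagged A3F were seeded, incubated overnight at 37 deg C, dosed with compound, incubated overnight again at 37 deg C. Yellow fluorescence (Ex 488/Em 500-530) reported blocked Vif-mediated A3F-eYFP degradation.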
Vif-APOBEC3G blk: inhibitors of Vif-APOBEC3G interaction. Q9HC16. HeLa A3G-eYFP + Vif (tagged APOBEC3G with the HIV-1 protein that degrades it), YFP fluorescence, overnight. Potency, µM (doses to about 46.1 µM), inactives show top-dose activity, negative = active, most hits filed as inhibitors. 410,000 compounds, 0.076% hits. AID 602310;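 note: potency is the fitted concentration of half-maximal effect; % is set by controls: 0 for no effect and ±100 for the full control effect; nearly all actives have a fitted effect of over 60% in size; hits raise eYFP signal because A3G escapes Vif-driven loss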
Target sequence (Q9HC16 whole entry, looked up): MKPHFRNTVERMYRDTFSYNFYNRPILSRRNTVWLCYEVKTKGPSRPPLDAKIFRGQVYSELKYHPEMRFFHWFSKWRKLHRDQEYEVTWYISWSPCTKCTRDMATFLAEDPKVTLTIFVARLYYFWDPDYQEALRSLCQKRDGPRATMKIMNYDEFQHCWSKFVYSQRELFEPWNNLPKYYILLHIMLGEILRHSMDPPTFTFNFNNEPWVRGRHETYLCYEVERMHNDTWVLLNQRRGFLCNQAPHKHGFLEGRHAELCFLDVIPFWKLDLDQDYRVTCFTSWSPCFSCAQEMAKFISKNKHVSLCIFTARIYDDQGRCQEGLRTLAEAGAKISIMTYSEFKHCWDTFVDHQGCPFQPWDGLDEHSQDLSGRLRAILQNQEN
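Read-out is eYFP fluorescence (Ex 488/Em 500-530) from Vif-expressing HeLa A3G-eYFP cells; more signal means A3G escaped Vif-mediated degradation. Cells plated overnight, compound pinned in, incubated overnight at 37 deg C.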
GRP78 ERSR act: ER stress response induction in glioma. U87-MG GRP78 promoter luciferase reporter, 16 h. 420,000 compounds, 0.02% hits. Potency, µM, for the others: top-dose activation, hits mostly activators; note: potency is the fitted concentration of half-maximal effect; series mostly up to about 76 µM; % of control where 0% means no effect; nearly all actives have a fitted effect of over 35% in size
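Stably transfected U87-MG human glioma cells carrying a GRP78-based luminescent sensor were seeded at 1000 cells/well, pin-dosed with compounds and incubated 16 h. Luciferase reagent was then added, and end-point luminescence was read after 10 min at room temperature.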
An asterisk follows results filed as active; ? = inconclusive; . = not tested or not shown; & = joins results of further samples; [ ] = dose if it differs, or a comment. Unless noted, calls come from the whole dose curve; as a rule, active = well fitted curve in the direction sought with a large enough effect; inconclusive = small, poorly fitted or top-dose-only effect, or another doubt; inactive = no such curve, though single readings can be large; an effect the other way counts as inactive or inconclusive. This is a subset; count on the stated rates, not on these rows.

SMILES	12-LOX inh	LDHA inh	D2 ag	D2 antagonist	ERG Ets-DNA blk	RGS4 inhibitor	Vif-A3F inh	Vif-APOBEC3G blk	GRP78 ERSR act
Cc1ccc(Cn2c(N)nc3ccccc32)cc1	52%[activator]	-2	-0.8	20	3%	-18%	29%	3%	-3%
NC(=O)Cc1ccc(C(=O)c2ccc(Cl)cc2)s1	-18%	1	0.6	-20	-3%	-4%	1%	-2%	5%
COc1ccc(-c2nn(CCC#N)cc2/C=N/O)cc1	7%	-12	15	0	2%	2%	-2%	-1%	-8%
COC(=O)Nc1ccc2ncn(C)c(=O)c2c1	5%	5	.	.	-12%	-2%	-2%	-1%	-3%
Cc1cc(C)c(N(C(=O)c2csnn2)C(C(=O)NC2CCCC2)c2ccncc2)c(C)c1 (configuration not stated)	1%	-11	-0.5	1	2%	1%	-1%	-1%	0%
O=C(Nc1ccc(SC(F)F)cc1)c1ccc(F)cc1	2%	-6	1.3	21	5%	-8%	-1%	3%	2%
COc1ccc(S(=O)(=O)N2CCOCC2)cc1NC(=O)COC(=O)CCOc1ccc(C)cc1	-12%	-16	0.1	-4	4%	-36%	5%	0%	-4%
CCCCNC(=S)N1CCN(c2ccc(C(C)=O)cc2)CC1	1%	-3	1.4	9	15%	8%	-3%	-3%	3%
Cc1cc(C(=O)N[C@H](c2ccccc2)[C@@]2(C)C[C@@H]2[C@@H](C)C(=O)Nc2ccc3ccccc3c2)no1	-5%	0	-0.7	9	-8%	-5%	0%	-5%	-2%
O=C(COc1ccc(Cl)cc1)Nc1ccc(O)c(-c2nc3ccccc3s2)c1	-7%	-10	-1.0	.	2%	-11%	-3%	0%	-2%
O=C(OC1CCCCC1)c1ccc(NC(=O)C2CCCCC2)cc1	0%	-4	-0.6	-4	-10%	-27%	8%	0%	3%
COc1ccc(C2=NO[C@@H]3[C@@H]4C[C@@H]([C@H]5C(=O)N(C)C(=O)[C@@H]45)[C@H]23)cc1	-5%	4	0.6	-6	3%	-10%	2%	0%	-2%
O=c1c2cccnc2[nH]c(=S)n1Cc1ccccc1	9%	-8	0.4	1	-6%	-2%	10%	-1%	-2%
O=C1CCCCC1S(=O)(=O)c1ccccc1 (configuration not stated)	12%	-18	0.6	1	.	?	11%	-6%	-2%
COc1ccccc1-c1nnc(C2CCN(S(=O)(=O)c3cccc([N+](=O)[O-])c3)CC2)o1	-2%	-2	0.1	-10	17%	17%	1%	0%	-2%
Cc1ccccc1-n1nc(-c2cccnc2)cc1C(=O)NN	0%	1	.	.	11%	12%	5%	-7%	3%
CS(=O)(=O)Nc1cccc(NC(=O)c2ccc(-c3ccc(F)c(F)c3)c3ccoc23)c1	?	-7	.	.	.	.	.	-1%	-6%
COc1ccc(N2CCN(C(=O)COC(=O)c3ccc(Cl)nc3)CC2)cc1	-10%	2	-0.3	10	7%	-12%	-7%	4%	-1%
COC(=O)c1ccccc1CC1SC(N)=NC1=O (configuration not stated)	-3%	-3	0.3	11	-1%	13%	-16%	-3%	-4%
O=C(CSc1cccc(C(F)(F)F)c1)N1CCN(S(=O)(=O)c2ccccc2)CC1	-26%	-1	-0.4	9	.	-7%	1%	2%	-4%
Cc1cc(C)cc(Oc2c(C(F)(F)F)oc3c(CN4CCCC(C)C4)c(O)ccc3c2=O)c1 (configuration not stated)	-19%	0	-1.1	.	-9%	21%	1%	-3%	-1%
CC(C)(C)NC(=O)C(Cc1ccccc1)N1C(=O)c2ccccc2C1=O (configuration not stated)	12%	0	-0.1	7	-6%	3%	-3%	-1%	-1%
Cc1cnc(CNC(=O)c2csc(COCCO)n2)cn1	2%	-5	.	.	.	.	.	-1%	-3%
Cc1sc2ncnc(N3CCCCC3)c2c1C	19%	-3	-0.1	18	-1%	-19%	-5%	2%	-4%
CC(C)CCN(C(=O)CCCSc1nc2ccccc2[nH]1)c1c(N)n(Cc2ccccc2)c(=O)[nH]c1=O	-2%	-1	-0.2	11	0%	-1%	4%	-7%	-6%
Cc1ccccc1C(=O)N1CCC(C(=O)N2CCCc3ccccc32)CC1	183%[activator]	1	1.0	-2	-3%[15.4 µM]	-12%	-7%	-1%	-1%
CN(C)/C=C/c1c([N+](=O)[O-])c2ccc(O)cc2n1-c1ccccc1	13%	4	-1.4	-10	6%	-38%	-9%	-4%	-5%
CCC(=O)N(CCc1ccccc1)Cc1cc2cccc(C)c2[nH]c1=O	0%	1	1.0	6	-21%	-8%	-14%	-4%	-2%
O=C(O)CCC(=O)NCc1ccc(C(=O)O)cc1	-22%	-1	0.3	-5	-4%	-18%[56.9 µM]	-2%	-6%	-4%
O=C(Nc1cc(N2CCOCC2)ncn1)c1ccc(F)cc1	-6%	-6	1.3	-2	-3%	47%	-14%	-6%	-3%
Nc1cc(-c2ccc(Cl)cc2)nn1-c1ccccc1	-9%	-4	-1.6	-3	-18%	-23%	1%	1%	0%
Cc1cccc(NC(=O)CN2C(=O)N/C(=C\c3ccc(-c4cccc(C(=O)O)c4)o3)C2=O)c1	?	5	-0.5	7	-1%	2%	21%	1%	2%
CC1=C/C(=N\N=C2\NC(=O)C(CC(=O)Nc3ccccc3F)S2)CC(C)(C)C1 (configuration not stated)	2%	-4	0.6	9	-1%	1%	-14%	-3%	-1%
COc1ccc(C2(C(=O)NCCCN3CCOCC3)CCOCC2)cc1	-44%	-3	1.0	2	-2%	0%	-13%	0%	-5%
NS(=O)(=O)c1cccc(NC(=O)Cn2cnc3ccccc3c2=O)c1	5%	-9	0.3	-6	-3%	8%	-17%	1%	-4%
CN1C(=O)c2ccccc2NC(=O)[C@]12O[C@@H]2c1cccc(O)c1	?	8	2.3	-3	5%	8%	?	-3%	-3%
C[C@H](CO)N1C[C@H](C)[C@@H](CN(C)C(=O)Nc2ccccc2)Oc2cc(Br)ccc2S1(=O)=O	-15%	1	.	.	.	.	0%	-3%	-6%
CCOC(=O)N1CCN(C(=O)c2ccc(Cl)c(NC(=O)c3cccs3)c2)CC1	-8%	-6	-0.7	-12	5%	19%	-1%	-9%	-4%
CCNc1nc(NCC)nc(SCCOC(=O)c2ccccc2)n1	0%	-5	-0.1	-5	6%	11%	2%	-5%	-4%
Cn1nc(CC(=O)NCc2cccc3ccccc23)c2ccccc2c1=O	-2%	-2	1.6	-15	-1%	9%	5%	0%	-4%
O=C(Nc1cccc2ncccc12)c1ccc([N+](=O)[O-])o1	18%	11	0.9	5	7%	-12%	-16%	?	-15%
COCCNC(=S)N1CCOCC1	-5%	2	.	.	11%	6%	-22%	3%	-3%
O=C(CCn1c(=O)oc2ccccc21)NCCCN1CCN(c2ccc(F)cc2)CC1	0%	0	0.4	4	0%	8%	3%	1%	-1%
C=CCNC(=O)c1onc(CSc2ccc(Cl)cc2)c1C(=O)O	-21%	0	-0.3	-1	3%	-5%	7%	0%	0%
COc1nc(OC)nc(N2CCC(NC(=O)C(Cc3ccc(C(C)C)cc3)NC(C)=O)CC2)n1 (configuration not stated)	-6%	-1	-0.1	10	-6%	-3%	-1%	0%	-4%
O=C(c1ccccc1)C1CCN(C(=O)c2c(F)cccc2F)CC1	.	1	-3.1	-7	7%	-7%	-5%	-3%	-2%
CCC1(c2ccc(F)cc2)NC(=O)N(CC(=O)Nc2cccnc2Cl)C1=O (configuration not stated)	-2%	4	2.1	1	11%	-1%	1%	-2%	0%
COc1ccc(-c2nnc3ccc(SC(C)C)nn23)cc1OC	.	-3	.	.	.	16%	.	-4%	-1%
CCC(Cc1ccccc1)NC(=O)Cn1nc(C)n2c(cc3occc32)c1=O (configuration not stated)	?	-18	0.2	.	3%	-13%	6%	3%	0%
Cc1c(C(=O)NCCN2CCOCC2)oc2ccc(Br)cc12	3%	-13	0.0	2	10%	-7%	-13%	-2%	7%
COc1cc(Cl)c(C)cc1NC(=O)c1cccc(OC)c1OC	20%	-18	0.2	-5	-10%	18%	-9%	-13%	0%
CC(C)C(=O)N1CCN(c2c(Cl)cccc2[N+](=O)[O-])CC1	-6%	-5	-0.1	0	-9%	?	-2%	-7%	-6%
Cn1c(OCc2ccc3c(c2)OCO3)nc2c1c(=O)n(Cc1cccc(Cl)c1)c(=O)n2C	14%	-4	.	.	-21%	-9%	3%	-6%	-5%
Cc1cccc(OC(C)C(=O)N/N=C\c2ccncc2)c1 (configuration not stated)	26%	-7	-0.5	9	-1%	1%	-1%	-4%	-3%
COc1ccc(-c2nc(SCc3cc(=O)c4cc(C)ccc4[nH]3)n[nH]2)cc1	?	2&-1	-0.2	.	-2%	13%	.	.	.
CC(NS(=O)(=O)c1ccc(Cl)cc1)C(c1cccs1)N1CCN(C)CC1 (configuration not stated)	?	-5	-1.6	1	.	11%	1%	2%	-4%

Reformatted: two of the compounds above.
| SMILES | 12-LOX inh | LDHA inh | D2 ag | D2 antagonist | ERG Ets-DNA blk | RGS4 inhibitor | Vif-A3F inh | Vif-APOBEC3G blk | GRP78 ERSR act |
| --- | --- | --- | --- | --- | --- | --- | --- | --- | --- |
| CC(NS(=O)(=O)c1ccc(Cl)cc1)C(c1cccs1)N1CCN(C)CC1 (configuration not stated) | ? | -5 | -1.6 | 1 | . | 11% | 1% | 2% | -4% |
| COc1ccc(-c2nc(SCc3cc(=O)c4cc(C)ccc4[nH]3)n[nH]2)cc1 | ? | 2&-1 | -0.2 | . | -2% | 13% | . | . | . |
